# Cav3 T inh: inhibitors of human Cav3.2 T-type calcium channel; actives 4% (n = 100,000); Cav3.2-expressing cells, Fluo-4 calcium fluorescence FDSS; stronger effect = lower value; O95180; B-score at 10 µM;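 active = single-dose well whose peak fluorescence ratio is a statistical outlier from its plate by either plate-standardised score or position-corrected B-score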
# Target sequence (O95180 whole entry, looked up): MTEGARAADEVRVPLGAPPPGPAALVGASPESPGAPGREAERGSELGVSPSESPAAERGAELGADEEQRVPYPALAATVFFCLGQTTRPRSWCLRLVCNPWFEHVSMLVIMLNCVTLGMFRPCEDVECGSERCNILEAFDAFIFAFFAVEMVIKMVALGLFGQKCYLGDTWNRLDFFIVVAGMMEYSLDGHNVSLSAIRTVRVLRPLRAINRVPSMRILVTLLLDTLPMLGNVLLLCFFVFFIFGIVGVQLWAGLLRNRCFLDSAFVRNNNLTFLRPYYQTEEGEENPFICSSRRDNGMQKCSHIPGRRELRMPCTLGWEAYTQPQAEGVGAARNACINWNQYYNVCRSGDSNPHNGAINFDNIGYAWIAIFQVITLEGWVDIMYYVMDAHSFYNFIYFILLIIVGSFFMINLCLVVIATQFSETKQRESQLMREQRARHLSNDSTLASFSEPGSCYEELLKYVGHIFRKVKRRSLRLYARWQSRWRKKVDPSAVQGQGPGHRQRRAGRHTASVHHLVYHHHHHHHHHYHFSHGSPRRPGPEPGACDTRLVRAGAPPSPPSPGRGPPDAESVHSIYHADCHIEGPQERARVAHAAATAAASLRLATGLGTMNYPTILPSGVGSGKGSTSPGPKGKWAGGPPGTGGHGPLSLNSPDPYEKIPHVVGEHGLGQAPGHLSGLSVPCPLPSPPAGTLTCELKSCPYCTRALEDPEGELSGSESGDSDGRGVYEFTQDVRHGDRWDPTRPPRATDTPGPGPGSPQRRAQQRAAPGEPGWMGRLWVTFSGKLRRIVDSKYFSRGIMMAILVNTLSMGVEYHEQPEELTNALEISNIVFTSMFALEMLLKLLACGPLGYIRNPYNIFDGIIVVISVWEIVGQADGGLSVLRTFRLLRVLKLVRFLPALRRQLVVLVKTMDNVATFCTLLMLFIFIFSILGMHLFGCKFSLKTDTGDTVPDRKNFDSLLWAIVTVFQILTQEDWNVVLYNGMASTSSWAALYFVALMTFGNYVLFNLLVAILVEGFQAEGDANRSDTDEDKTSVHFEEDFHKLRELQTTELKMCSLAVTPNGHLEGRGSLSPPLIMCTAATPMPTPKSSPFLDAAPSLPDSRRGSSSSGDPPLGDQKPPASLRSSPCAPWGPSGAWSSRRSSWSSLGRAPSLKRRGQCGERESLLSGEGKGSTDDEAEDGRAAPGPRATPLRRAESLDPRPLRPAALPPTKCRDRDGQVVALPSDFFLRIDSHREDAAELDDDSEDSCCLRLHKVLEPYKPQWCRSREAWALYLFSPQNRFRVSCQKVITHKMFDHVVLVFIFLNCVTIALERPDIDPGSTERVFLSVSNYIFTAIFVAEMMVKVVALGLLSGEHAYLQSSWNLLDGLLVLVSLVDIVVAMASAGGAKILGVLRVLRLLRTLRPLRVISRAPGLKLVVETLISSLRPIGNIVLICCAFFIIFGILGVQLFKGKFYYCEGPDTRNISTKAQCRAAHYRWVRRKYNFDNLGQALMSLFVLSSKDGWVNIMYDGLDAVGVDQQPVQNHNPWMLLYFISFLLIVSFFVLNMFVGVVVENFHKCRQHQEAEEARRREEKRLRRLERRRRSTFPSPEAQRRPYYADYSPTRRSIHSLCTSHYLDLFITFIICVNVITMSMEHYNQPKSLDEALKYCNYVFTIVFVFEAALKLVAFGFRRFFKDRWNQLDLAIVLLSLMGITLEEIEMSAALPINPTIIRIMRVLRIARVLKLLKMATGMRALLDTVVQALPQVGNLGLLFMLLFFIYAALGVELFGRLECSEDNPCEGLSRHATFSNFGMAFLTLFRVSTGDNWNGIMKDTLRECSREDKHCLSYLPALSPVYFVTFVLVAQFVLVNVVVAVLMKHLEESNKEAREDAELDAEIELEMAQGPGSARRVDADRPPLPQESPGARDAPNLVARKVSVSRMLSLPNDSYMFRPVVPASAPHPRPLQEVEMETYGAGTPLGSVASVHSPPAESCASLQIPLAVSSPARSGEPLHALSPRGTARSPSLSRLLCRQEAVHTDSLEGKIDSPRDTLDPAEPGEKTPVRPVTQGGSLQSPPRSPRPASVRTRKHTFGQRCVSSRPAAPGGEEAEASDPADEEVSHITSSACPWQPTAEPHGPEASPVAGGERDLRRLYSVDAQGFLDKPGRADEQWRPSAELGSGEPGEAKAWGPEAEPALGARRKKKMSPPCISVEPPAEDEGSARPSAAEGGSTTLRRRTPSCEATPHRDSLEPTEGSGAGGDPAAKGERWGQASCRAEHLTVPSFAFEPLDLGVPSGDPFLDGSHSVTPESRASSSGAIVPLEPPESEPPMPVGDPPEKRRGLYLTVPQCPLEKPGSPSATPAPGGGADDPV
# * hit, by the source's call.
Cav3 T inh,canonical_smiles
-1.2,Cc1ccc(-c2nc3cnccn3c2Nc2ccc3c(c2)OCO3)cc1
1.4,CCOC(=O)N1CCC(NC(=O)c2cccc3c2C(=O)N(c2ccc(OC)cc2)C3)CC1
0.94,CCOC(=O)CSc1nnc(-c2cccnc2)n1Cc1ccccc1
-6.2*,CNC(=S)N1N=C(c2ccc(C)cc2)CC1c1ccc(Cl)cc1 (stereo not given)
-0.36,COC(=O)Cn1c(=O)c2c(nc(Br)n2CC(=O)OC)n(C)c1=O
-0.76,Cc1ccc(Oc2ccc(N)cc2)cc1
0.84,COc1ccc(S(=O)(=O)NC(CC(=O)NCCc2ccccc2)c2ccco2)cc1 (stereo not given)
-0.57,O=C(Nc1ccccc1)OCN1C(=O)c2ccccc2C1=O
1.3,COc1ccc(C(CNC(=O)C2CC(=O)N(Cc3ccc(C)cc3)C2)N(C)C)cc1 (stereo not given)
-2.9,CCN(Cc1ccccc1)C(c1ccccn1)c1nnnn1C(C)(C)CC (stereo not given)
0.34,COc1ccc2c(c1)C(=O)[C@@H](O)[C@H](c1ccc(OC)c(Br)c1)O2
-7.6*,Cc1sc2ncnc(NCC3CCCO3)c2c1C (stereo not given)
0.64,CCC(=O)N1CCc2cc(S(=O)(=O)CCC(=O)Nc3cccc(F)c3)ccc21
0.21,COC(=O)CCS(=O)(=O)c1nc(-c2ccccc2)cc(C(F)(F)F)n1
-1.1,CCOC(=O)c1cnn(-c2cc(C)c3ccccc3n2)c1N

# Next structures:
Cav3 T inh,canonical_smiles
0.49,c1ccn2cc(CSC3=NCCS3)nc2c1
-7.6*,COc1ccc(-c2nc(NC(=O)Cn3ccc(C(F)(F)F)n3)sc2C)cc1
-0.18,CCOC(=O)c1sc(=NC(=O)c2cccc(OC)c2)n(C)c1C
0.49,Cc1ccc(S(=O)(=O)CCCS(=O)(=O)c2ccc(C)cc2)cc1
0.87,Cc1ccc(-n2ncc3c(=O)n(CC(=O)NCc4ccco4)cnc32)cc1
0.97,Cn1c(C(=O)NCc2ccco2)cc2c(=O)[nH]c3ccccc3c21
0.11,COC(CNc1cc(=O)oc2ccccc12)OC
0.33,COC(=O)Cn1nnc(-c2cccc(OC)c2)n1
0.16,CCc1ccccc1NC(=O)Cn1nnc(-c2cccnc2)n1
1.4,COc1ccccc1N1CCN(C(=O)CSc2nnc(NC(=O)c3ccco3)s2)CC1
0.0066,CCOC(=O)N1CCN(C2OC(=O)c3ccccc32)CC1 (stereo not given)
0.24,CCOC(=O)c1c(-n2cnnn2)sc(C)c1C
0.94,Cc1cccc(OCc2nnc(SCC(=O)Nc3ccc(C)c(C)c3)o2)c1
-0.46,O=C(CNS(=O)(=O)c1ccc(Br)cc1)N1CCOCC1
0.72,C=CCn1c(O)c(CN2CCOCC2)c(C)c(C#N)c1=O

# More records follow.
Cav3 T inh,canonical_smiles
-2,CCCCN(Cc1ccccc1)c1ncnc2nc[nH]c12
0.83,COc1ccc(-c2noc(CCC(N)=O)n2)cc1OC
-0.072,COc1ccccc1-c1cc(C(=O)Nc2ccc(F)cc2F)no1
2.4,CC(C)(C)N1[C@@H](CC(=O)O)c2cc(C(F)(F)F)ccc2S1(=O)=O
-3.6,COCCN1C(=O)/C(=C/c2ccc(Oc3ccc([N+](=O)[O-])cn3)c(OC)c2)SC1=Nc1ccccc1
-0.79,CC(C)c1nnc(NC(=O)c2cccc(-n3cnnn3)c2)s1
0.36,O=C(CN1CCCC1)NCC1(c2ccccc2)CCOCC1
-0.75,CCO[C@@H]1OC(C(=O)N2CCN(Cc3ccc4c(c3)OCO4)CC2)=C[C@H](C2CCCCC2)[C@H]1CCCO
-0.19,C=CCn1c(SCC(=O)Nc2nc(C)cs2)nnc1C(C)NC(=O)c1ccccc1Cl (stereo not given)
-0.027,Cc1ccc(C(C)C)c(OCCCN2C(=O)NC(C)(C)C2=O)c1
0.22,CC(=O)Nc1ccc(N=Cc2ccc[nH]2)cc1
-2.3,CC1=CC(C#N)(C#N)C(C#N)(C#N)C(c2ccccc2)N1 (stereo not given)
0.96,O=C1C(c2ccnc3ccccc23)=C(O)c2ccccc21
0.071,C#CCOCCOCCOCCNc1nc(N2CCN(C(=O)[C@H](Cc3ccc(O)cc3)n3cc([C@@H](N)C(C)CC)nn3)CC2)nc(N2CCN(C(=O)[C@H](Cc3cc4ccccc4[nH]3)n3cc([C@@H](N)CC(C)C)nn3)CC2)n1 (stereo not given in full)
-3.8*,COc1ccc(Cc2nc(C(=O)Nc3ccccc3)cs2)cc1

# Additional structures follow.
Cav3 T inh,canonical_smiles
1.1,O=C(O)CCCn1c(=O)[nH]c2ccccc2c1=O
0.041,O=P(/C(=N/O)Sc1ccccc1)(N1CCOCC1)N1CCOCC1
-1.5,Cc1c(Cc2ccccc2)c(=O)oc2cc(OC(=O)c3ccccc3)ccc12
-8.5*,O=C(CSc1nnc(Cc2cccs2)n1-c1ccc(Cl)cc1)NCc1ccc2c(c1)OCO2
0.67,CCN(CC)C(=O)CSc1nnc([C@H](CCSC)NC(=O)OC(C)(C)C)o1
1.3,CCOC(=O)C(C(C)=O)=C1SC2CS(=O)(=O)CC2S1 (stereo not given)
2.5,C#Cc1ccc([C@@H]2C=C(C(=O)N3CCOCC3)O[C@H](OCC)[C@H]2CCCO)cc1
0.14,CCc1c(C(C)S(=O)(=O)c2ccc(C)cc2)[nH]c(=O)n1-c1ccc(OC(F)(F)F)cc1 (stereo not given)
-1.9,Cc1ccc(-c2nnc(SCC(=O)Nc3ccc(S(=O)(=O)N4CCCCCC4)cc3)o2)cc1
-3.1,CCCn1c(NC(=O)c2ccc(Cl)c(S(=O)(=O)N3CCCC3)c2)nc2ccccc21
-1.9,CC(=O)OC(C)C[N+](C)(C)C (stereo not given)
0.53,CN(CCNC(=O)CN1CCN(Cc2ccccc2Cl)C1=O)Cc1ccccc1
0.012,O=P(c1ccccc1)(c1ccccc1)C(c1ccco1)N1CCOCC1 (stereo not given)
-3.1,COc1ccccc1N1CCN(S(=O)(=O)c2ccccc2F)CC1
-0.016,Fc1cc(F)cc(-c2oncc2-c2nnnn2-c2ccccc2)c1

# Remaining list, next part.
Cav3 T inh,canonical_smiles
-6.7*,Cc1cccc(-c2noc(CN(C(=O)C(c3ccccc3)c3ccccc3)C(C)C)n2)c1
0.31,O=C(O)c1ccccc1C(=O)Nc1n[nH]c(=S)s1
1.9,O=C(NCc1cccnc1)c1c(F)c(F)c(F)c(F)c1F
-0.033,Cc1cc(C)c(S(=O)(=O)N(C)Cc2cnn(C)c2)c(C)c1
0.21,C[C@H](N)c1nnc(SCc2ccc(Cl)cc2Cl)o1
-3.3,Clc1ccccc1-c1nnc2sc(-c3ccc4c(c3)OCO4)nn12
0.51,CC(C)C12CN3CC(C(C)C)(CN(C1)C31C(=O)Nc3ccccc31)C2=O (stereo not given)
-0.12,O=C(CSc1nnc(Cc2ccccc2)o1)Nc1ccc(Br)cn1
0.37,O=C(O)CCCCNCc1ccccc1
0.55,N#Cc1c(N)n(CCOC(=O)c2ccc(Cl)cc2)c2nc3ccccc3nc12
0.45,Cc1cc(NC(=O)/C=C/c2ccccc2)no1
0.28,Cc1ccc(-n2[nH]c(=O)c3cccnc32)cc1
-0.8,COC(=O)c1cn(CC(=O)N2CCCCCC2)c2ccccc12
0.41,Cc1noc(C)c1COC(=O)CCOc1ccccc1
-2.5,Cc1ccc(N2C(=O)c3ccccc3C2Nc2ccccc2F)nc1 (stereo not given)

# New compounds follow
Cav3 T inh,canonical_smiles
-0.89,Cc1nnc(SCC(=O)Nc2nc3c(s2)CC(C)CC3)s1 (stereo not given)
-0.18,COc1ccc(-n2c(SCC(=O)Nc3sc4c(c3C#N)CCCC4)nnc2-c2ccc(O)cc2)cc1
-0.076,O=C(CCc1ccccc1)Nc1ccc(F)cc1F
-0.3,CCOC(=O)C1=C(C)NC(C)=C(C(=O)OCC)C1C1=COCCO1
1.9,Cc1ccc(Cn2c(Sc3nnc(C)s3)nc3c2c(=O)[nH]c(=O)n3C)cc1
0.0069,CC1CCCCC1NC(=O)c1nn(C)c(=O)c2ccccc12 (stereo not given)
0.41,COCCNC(=O)COc1ncnc2ccc(Br)cc12
-0.049,O=C(COC(=O)c1cnccn1)Nc1ccc(Cl)cc1
0.18,O=C1N[C@@H](Cc2ccccc2)[C@@H](c2ccco2)O1
0.79,Cc1ccc(C2C3=C(CC(C)(C)CC3=O)N(CCN3CCOCC3)C3=C2C(=O)CC(C)(C)C3)cc1
2.6,Cc1ccc(CSCC(Nc2ccc(C(=O)O)cc2[N+](=O)[O-])C(=O)O)cc1 (stereo not given)
0.63,O=C1C(O)CC2c3ccccc3CC3(CCCC3)N12 (stereo not given)
-0.74,COc1ccc(OC)c(NC(=O)c2ccc(-n3cccn3)nc2)c1
-0.027,CC(=O)NC1(C(F)(F)F)C(=O)Nc2c1c(=O)n(C)c(=O)n2C (stereo not given)
-0.059,CCC(=O)Nc1c2c(nn1-c1ccc(F)cc1)CS(=O)C2 (stereo not given)

# Going on with the list.
Cav3 T inh,canonical_smiles
0.019,Cc1ccccc1OCCCN1CCCC1
0.8,CCNC(=O)CSc1nc2ccccc2c(=O)n1OC
-1.2,CCOC(=O)N1CCN(C(=O)c2ccc3c(=O)n(Cc4ccccc4OC)c(=S)[nH]c3c2)CC1
-0.56,COc1ccc(-c2nc(-c3ccc(Br)o3)no2)cc1OC
0.83,O=C(COc1ccc(Cl)cc1)N1CCCC1
1.1,CCOC(=O)C1CCN(C(=O)c2cc3c(-c4ccc(OC)c(OC)c4)nn(C)c3s2)CC1
-0.46,CCCCCCCCC(=O)N/N=C(\C)c1cccnc1
0.045,Cc1cc(C)nc(SCC(=O)Nc2ccc(S(=O)(=O)NCCO)cc2)n1
-8.2*,COc1ccc(OCc2nnc(SCC(=O)N3CCCc4ccccc43)n2-c2ccc(C)cc2)cc1
0.29,CC(=O)C[C@H]1c2cc(C(F)(F)F)ccc2S(=O)(=O)N1C1CCCC1
0.4,O=C(c1ccc(Br)o1)N1CCN(c2ncccn2)CC1
0.19,CC1CCc2cc(F)ccc2N1C(=O)c1cc2nc(-c3ccco3)cc(C(F)(F)F)n2n1 (stereo not given)
0.8,CCOc1ccc(N2CC(C(=O)NC(C)C)CC2=O)cc1 (stereo not given)
-0.44,O=C(CCS(=O)(=O)Cc1ccccc1)Nc1nc2c(s1)CCCC2
-0.26,CCn1nnc(NC(=O)CSc2ccc(Cl)cc2)n1

# Additional results
Cav3 T inh,canonical_smiles
-4.9*,CCOC(=O)c1cccc(NC(=O)CN(c2ccc(OC)cc2)S(=O)(=O)c2c(C)noc2C)c1
-0.55,Cc1cc2oc(C(=O)Nc3cccnc3)c(C)c2cc1C
0.99,CCOC(=O)N1CCN(C(=O)CCCn2nc(C)c3sc4ccccc4c3c2=O)CC1
-0.21,CC(=O)N(CCCN(C)C)CCC(C)CCC=C(C)C (stereo not given)
-0.043,CCCNC(=O)N(C)c1nncnc1C(=O)NC
0.0033,COc1ccc(N2CC(C(=O)NCc3ccccc3)CC2=O)cc1 (stereo not given)
-0.86,O=c1[nH]c2ccc(NC(=S)Nc3ccc(Cl)cc3)cc2[nH]1
-0.008,FC(F)(F)c1ccccc1C1C2=C(Nc3ncnn31)c1ccccc1CCC2 (stereo not given)
-0.023,C/C=C(\C)C(=O)NCCN1C2=NC[C@H](Cc3ccc(O)cc3)N2C[C@@H]1Cc1ccc(OC)cc1
-0.14,CC1=C(C(=O)Nc2cc(-c3cccc(F)c3)[nH]n2)C2(CCCCC2)OC1=O
-0.88,COc1cccc(N2C(N)=NC(N)=NC2(C)C)c1
0.72,COC(=O)C1=C(C)NC(=O)C1(NC(=O)CN1CCCC1=O)C(F)(F)F (stereo not given)
-0.22,O=C(Cn1c(NCCCO)nc2ccccc21)c1ccco1
0.76,Cc1c(NC(=O)N(C)C)c(=O)n(-c2ccccc2)n1C
0.0026,CN1C(=O)CC(N2CCC(C(N)=O)CC2)C1=O (stereo not given)

# 16 structures out of the list, arranged by SMILES length, largest number first:
Cav3 T inh,canonical_smiles
-0.023,C/C=C(\C)C(=O)NCCN1C2=NC[C@H](Cc3ccc(O)cc3)N2C[C@@H]1Cc1ccc(OC)cc1
-4.9*,CCOC(=O)c1cccc(NC(=O)CN(c2ccc(OC)cc2)S(=O)(=O)c2c(C)noc2C)c1
0.19,CC1CCc2cc(F)ccc2N1C(=O)c1cc2nc(-c3ccco3)cc(C(F)(F)F)n2n1 (stereo not given)
-0.14,CC1=C(C(=O)Nc2cc(-c3cccc(F)c3)[nH]n2)C2(CCCCC2)OC1=O
0.99,CCOC(=O)N1CCN(C(=O)CCCn2nc(C)c3sc4ccccc4c3c2=O)CC1
-0.008,FC(F)(F)c1ccccc1C1C2=C(Nc3ncnn31)c1ccccc1CCC2 (stereo not given)
-0.86,O=c1[nH]c2ccc(NC(=S)Nc3ccc(Cl)cc3)cc2[nH]1
-0.44,O=C(CCS(=O)(=O)Cc1ccccc1)Nc1nc2c(s1)CCCC2
0.0033,COc1ccc(N2CC(C(=O)NCc3ccccc3)CC2=O)cc1 (stereo not given)
0.76,Cc1c(NC(=O)N(C)C)c(=O)n(-c2ccccc2)n1C
0.8,CCOc1ccc(N2CC(C(=O)NC(C)C)CC2=O)cc1 (stereo not given)
-0.55,Cc1cc2oc(C(=O)Nc3cccnc3)c(C)c2cc1C
-0.22,O=C(Cn1c(NCCCO)nc2ccccc21)c1ccco1
-0.21,CC(=O)N(CCCN(C)C)CCC(C)CCC=C(C)C (stereo not given)
-0.26,CCn1nnc(NC(=O)CSc2ccc(Cl)cc2)n1
-0.043,CCCNC(=O)N(C)c1nncnc1C(=O)NC

# (continued)
Cav3 T inh,canonical_smiles
-0.76,NC(=O)c1cc2cc(Br)ccc2oc1=NCc1ccccc1
0.6,O=[N+]([O-])c1ccccc1/C=C/CN1CCCCC1
0.93,CCN(C(=O)CSc1nnc(Cc2ccccc2F)n1N)C1CCS(=O)(=O)C1 (stereo not given)
-0.12,O=C1Nc2ccc(S(=O)(=O)NCCC3=CCCCC3)c3cccc1c23
-0.75,CCNc1nc(NC(C)C)nc(Oc2ccc(OCCOc3ccc(C)cc3)nn2)n1
0.063,CCCCC#Cc1ccc2c(c1)COc1c3ccccc3nn1-2
1.4,O=c1[nH]ncc2c3ccccc3n(Cc3ccccc3F)c12
-0.15,COc1ccc(C2CC(=O)c3ccccc3O2)cc1 (stereo not given)
-1.9,CCOc1ccc(NS(=O)(=O)c2ccc(OC)c(C)c2)cc1
-0.18,c1ccc(-c2nc(-c3ccco3)cs2)nc1
0.47,Cc1cc(C)cc(OCC(=O)Nc2ccc(N3CCN(S(C)(=O)=O)CC3)cc2)c1
-0.24,Cc1nn(CC(O)c2ccccc2)c(C)c1Br (stereo not given)

# The list is partial; rates above refer to the full screens.
